Screening results from PubChem.
ERAP1 inh: ERAP1 (human) enzyme inhibition | Q9NZ08 | recombinant ERAP1, Leu-AMC fluorescence, 60 min | inhibition, % at 10.7 µM | hit rate 0.15% among 340,000;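 active means mean replicate inhibition of at least 30%, or all replicates individually reaching that 30% level; inactive means mean below 30% and not every replicate reaching it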;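 further: 0% = neutral control wells and 100% = L-leucinethiol positive control wells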
Target sequence (Q9NZ08 whole entry, looked up): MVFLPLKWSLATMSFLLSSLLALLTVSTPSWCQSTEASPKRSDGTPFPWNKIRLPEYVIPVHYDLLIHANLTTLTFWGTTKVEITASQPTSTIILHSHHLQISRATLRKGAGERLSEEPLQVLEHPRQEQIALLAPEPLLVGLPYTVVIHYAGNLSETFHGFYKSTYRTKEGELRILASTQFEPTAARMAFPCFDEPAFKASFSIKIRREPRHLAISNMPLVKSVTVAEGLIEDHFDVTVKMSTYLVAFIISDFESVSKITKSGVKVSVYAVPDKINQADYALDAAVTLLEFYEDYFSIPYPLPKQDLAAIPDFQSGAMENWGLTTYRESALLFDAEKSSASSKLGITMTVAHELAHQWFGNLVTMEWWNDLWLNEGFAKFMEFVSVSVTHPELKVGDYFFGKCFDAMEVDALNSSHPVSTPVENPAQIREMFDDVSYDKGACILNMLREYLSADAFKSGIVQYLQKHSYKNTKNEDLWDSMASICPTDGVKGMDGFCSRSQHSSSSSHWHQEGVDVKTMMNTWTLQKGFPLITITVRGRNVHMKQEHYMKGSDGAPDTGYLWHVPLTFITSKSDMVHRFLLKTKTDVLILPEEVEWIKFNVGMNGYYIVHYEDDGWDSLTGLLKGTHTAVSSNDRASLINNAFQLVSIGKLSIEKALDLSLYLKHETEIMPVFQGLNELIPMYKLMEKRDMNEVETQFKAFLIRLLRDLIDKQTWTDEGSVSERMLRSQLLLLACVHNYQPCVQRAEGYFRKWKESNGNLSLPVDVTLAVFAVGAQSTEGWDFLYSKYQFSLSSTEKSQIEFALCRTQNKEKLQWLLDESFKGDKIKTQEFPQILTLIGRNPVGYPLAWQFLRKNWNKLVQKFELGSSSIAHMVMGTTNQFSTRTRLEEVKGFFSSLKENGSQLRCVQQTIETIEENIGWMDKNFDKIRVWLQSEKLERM
S100A4 inh HTS: blocks human S100A4 binding to myosin IIA peptide; S100A4/TAMRA-MyoIIA peptide fluorescence polarization; inhibition, % at 10.7 µM; hit rate 0.14% among 360,000;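 active means mean inhibition of at least 70% across replicates, with every replicate also reaching that level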
Target sequence (P26447 whole entry, looked up): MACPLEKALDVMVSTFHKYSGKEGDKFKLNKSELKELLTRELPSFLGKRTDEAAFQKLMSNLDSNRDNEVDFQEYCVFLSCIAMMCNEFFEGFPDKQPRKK
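Material: S100A4 monomer protein | Medium: HEPES pH 7.2 with CaCl2, KCl, NaCl, DTT, Triton | Reagent: Labelled myosin peptide probe, 5 nM | Doses: One dose per compound | Times: 5 min incubation before reading | Benchmarks: Neutral control DMSO, positive control TFP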
XiGFP reactiv: X-chromosome reactivation activator. hit rate 0.055% among 360,000. activation, % at 7.58 µM. XiGFP mouse fibroblasts, % GFP-positive cells imaging, 3 d; cells co-treated with 5-aza-dC sensitizer; scaled so ellipticine positive control = 100%;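 active means mean normalized replicate activation at least 10% and every replicate at or above 10%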;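 further: 0% = median of on-plate neutral control wells and 100% = ellipticine 6 µM median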
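Assay system – SV40-immortalized XiGFP fibroblast cells, line 68-5-11 · Buffer or medium – DMEM supplemented with 5-aza-dC as sensitizing agent · Dosing – one concentration, pinned · Benchmarks – positive control ellipticine, 6 µM final · Times – 3 days compound exposure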
SIRT5 block: sirtuin-5 (human) deacylase inhibition | Q9NXA8 | Purified SirT5, succinyl-peptide AMC, trypsin-coupled fluorescence | inhibition, % at 15 µM | hit rate 1.1% among 330,000 | AID 652115; in the data active means inhibition above about 15%
C2C12 statin: suppression of simvastatin myotoxicity. rescue of ATP level, % at 7.49 µM. AID 602340. C2C12 myotubes + simvastatin, ATP luminescence, 48 h; scaled: DMSO 0, geranylgeraniol control 100. hit rate 0.78% among 330,000;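 active means mean ATP rescue above about 67%, or every replicate alone reaching that limit, limit read from the data, passing the limit was not always enough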;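 further: myotubes were challenged with 10 µM simvastatin during compound exposure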
PGC1a acetyl inh: PGC1a acetylation modulation, inhibitor mode. U2OS PGC1a acetylation, AlphaScreen anti-acetyl-lysine; with virally co-expressed GCN5 acetyltransferase. inhibition, % at 15.6 µM. hit rate 0.17% among 350,000;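 active means every replicate shows inhibition of at least 40%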;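 further: 0% = neutral control wells and 100% = positive control wells; some results beyond the cut were filed as inactive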
LGR2 antag: blocks bursicon-induced cAMP signaling via Drosophila LGR2; HEK293 LGR2, CRE-luciferase, bursicon-stimulated, 4 h; inhibition, % at 9.99 µM; hit rate 0.35% among 380,000; AID 720647;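 active means drop in luminescence signal, shown as inhibition above about 50% in the replicate tests, limit read from the data, passing the limit was not always enough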;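 further: agonist challenge used bursicon conditioned medium at about half maximal strength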
Cneo AK release: Cryptococcus neoformans lysis via adenylate kinase release | C. neoformans lysis, adenylate kinase release luminescence, 4 h; normalised: neutral wells 0, clomiphene wells 100 | lysis activity, % at 15 µM | hit rate 0.2% among 360,000;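 active means mean lysis activity across replicates of at least 80%, whatever share of replicates individually reach that level; inactive means mean lysis activity below 80%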
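Test system: log-phase Cryptococcus neoformans yeast cells. Input: 5 × 10^6 yeast cells/mL. Medium: fresh YPD growth medium. Doses: single dose. Incubation: static 4 h at 37 °C with compound, 1 h detection. Measured by: luminescent adenylate kinase detection reagent. Read-out: signal increase indicating cell lysis. Benchmarks: Clomiphene.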
* = called active by the depositor; x = not tested or not shown; & = joins results of further samples. Some of the compounds tested; count on the stated rates, not on these rows.

SMILES | ERAP1 inh | S100A4 inh HTS | XiGFP reactiv | SIRT5 block | C2C12 statin | PGC1a acetyl inh | LGR2 antag | Cneo AK release
C[C@@H]1CN([C@H](C)CO)S(=O)(=O)c2ccc(C#Cc3ccccn3)cc2O[C@@H]1CN(C)C | x | -3 | -0.7 | 1 | 11 | -4 | -18 | -2
O=C(CN1C(=O)/C(=C\c2cccc(Br)c2)Oc2ccccc21)NCCCN1CCOCC1 | 0 | 0 | 0.0 | -5 | -39 | -9 | -1 | 0
CCOC(=O)C1CCCN(S(=O)(=O)NC[C@H]2O[C@@H](n3cnc4c(N)ncnc43)[C@H](O)[C@@H]2O)C1 (stereo partly specified) | -3 | 2 | 0.5 | -5 | -16 | 8 | 8 | 0
O=C(c1cnn2c(C(F)(F)F)cc(-c3ccccc3)nc12)N1CCCCC1c1cccnc1 (stereo unspecified) | -1 | 0 | 0.0 | -5 | x | 0 | 18 | x
Cc1ccc(CN2CCN(Cc3ccon3)CC2CCO)cc1 (stereo unspecified) | 9 | -1 | 0.1 | -1 | x | -5 | -19 | x
COc1ccc(N2CCN(C(CNC(=O)C(=O)NCc3cccs3)c3ccco3)CC2)cc1 (stereo unspecified) | -1 | 0 | -0.1 | 1 | x | 8 | -7 | x
CCN(CC)C(=O)C1=C(C)N(Cc2ccc(OC)cc2)C(=O)C(CC(=O)NCc2cccs2)C1 (stereo unspecified) | 2 | -4 | 0.1 | -1 | -3 | 4 | -1 | 0
C/C(=N\NC(=O)CSc1nc(C)cc(C)n1)c1ccc2c(c1)OCCO2 | 9 | 0 | 0.2 | -3 | x | -5 | -16 | x
CCOC(=O)N1CCC(NC(=O)c2ccc3c(c2)N(Cc2ccc(F)cc2)CCS3)CC1 | -2 | 2 | 0.1 | x | -5 | -6 | -3 | 1
CCOc1ccc(S(=O)(=O)Nc2ccc(C(=O)NN)cc2)cc1 | 0 | 3 | 0.0 | -4 | -2 | 4 | -24 | 1

Compounds above containing an aryl methoxy group, in the order listed:
SMILES | ERAP1 inh | S100A4 inh HTS | XiGFP reactiv | SIRT5 block | C2C12 statin | PGC1a acetyl inh | LGR2 antag | Cneo AK release
COc1ccc(N2CCN(C(CNC(=O)C(=O)NCc3cccs3)c3ccco3)CC2)cc1 (stereo unspecified) | -1 | 0 | -0.1 | 1 | x | 8 | -7 | x
CCN(CC)C(=O)C1=C(C)N(Cc2ccc(OC)cc2)C(=O)C(CC(=O)NCc2cccs2)C1 (stereo unspecified) | 2 | -4 | 0.1 | -1 | -3 | 4 | -1 | 0

3 of the compounds above, as tab-separated lines.
SMILES	ERAP1 inh	S100A4 inh HTS	XiGFP reactiv	SIRT5 block	C2C12 statin	PGC1a acetyl inh	LGR2 antag	Cneo AK release
Cc1ccc(CN2CCN(Cc3ccon3)CC2CCO)cc1 (stereo unspecified)	9	-1	0.1	-1	x	-5	-19	x
COc1ccc(N2CCN(C(CNC(=O)C(=O)NCc3cccs3)c3ccco3)CC2)cc1 (stereo unspecified)	-1	0	-0.1	1	x	8	-7	x
CCN(CC)C(=O)C1=C(C)N(Cc2ccc(OC)cc2)C(=O)C(CC(=O)NCc2cccs2)C1 (stereo unspecified)	2	-4	0.1	-1	-3	4	-1	0

Continued.
SMILES | ERAP1 inh | S100A4 inh HTS | XiGFP reactiv | SIRT5 block | C2C12 statin | PGC1a acetyl inh | LGR2 antag | Cneo AK release
CCOc1ccccc1NC(=O)CN1CCC(NC(=O)Nc2ccccc2)CC1 | -3 | -1 | 0.3 | -5 | 7 | x | 0 | 1
O=C(CSCc1ccccc1)NNc1c(F)c(F)cc(F)c1F | 2 | -3 | -0.1 | -2 | -7 | x | -7 | 1
CC(C)N1CCC1(C)C(=O)Nc1ccc(-n2cccc2)cc1 (stereo unspecified) | -3 | -3 | 0.2 | x | -7 | 4 | -21 | 0
C/C=C/C=C/C(=O)N1CC[C@]23c4ccccc4N[C@H]4N(C)c5cccc6c5[C@]42CCN([C@H]6C2OC2(C)C)[C@H]13 (stereo partly specified) | 0 | -8 | x | 4 | 6 | -18 | x | 2
CCCNC(=O)Nc1ccc2c(c1)C(=O)N(C)[C@H]1CC[C@@H](CC(=O)NC)O[C@@H]1CO2 | x | x | 0.2 | x | -1 | 14 | -17 | 1
c1ccc2c(c1)CCOC2CNCCCN1CCCCC1 (stereo unspecified) | x | -3 | x | x | 91* | 8 | x | 2
CC(=O)Nc1cccc(NC(=O)CSc2nnc3ccc(-c4ccccn4)nn23)c1 | 2 | 4 | 0.0 | -2 | 7 | x | -7 | 1
O=C(CN1CCc2ccccc2C1)Nc1cc(S(=O)(=O)N2CCOCC2)ccc1N1CCOCC1 | -3 | 9 | -0.1 | -2 | x | x | 13 | x
O=C(Cc1ccncc1)NCC[C@H]1CC[C@H](NC(=O)Nc2ccc(Cl)cc2)[C@@H](CO)O1 | 3 | -10 | 0.5 | -3 | 1 | 3 | -1 | 8
Cc1cccc(N2CCN(C(=O)c3cc(S(=O)(=O)N4CCOCC4)cn3C)CC2C)c1 (stereo unspecified) | -3 | -5 | 0.3 | -4 | -1 | -2 | -4 | -4
Cc1ccccc1CC1(CO)CCCN(Cc2nc(-c3cccs3)oc2C)C1 (stereo unspecified) | 3 | 18 | 0.4 | 0 | x | x | 2 | x
CC(=O)Nc1cccc(-c2cc(NC=O)c3ncc(-c4ccc(C(C)=O)cc4)n3c2)c1 | 3 | 5 | -0.1 | x | 2 | x | 0 | 4
Cc1cccc(NC(=O)c2nc[nH]c2C(=O)N[C@@H](Cc2ccccc2)C(=O)OCc2ccccc2)c1 | -1 | 0 | 0.0 | x | 3 | -11 | -6 | 0
Cc1ccc2c(c1)COc1c3ccc(C(=O)N[C@@H](C)CO)cc3nn1-2 | 0 | 0 | 0.1 | x | 3 | x | -75 | -29
COc1cccc(N2CCN(C(=O)c3ccc(CS(=O)c4ccc(C)cc4)o3)CC2)c1 (stereo unspecified) | -2 | 7 | 1.4 | 0 | -73 | -25 | -6 | -1
Cc1cccc(CC(=O)c2c[nH]c3ccccc23)c1 | x | -3 | 0.2 | x | x | 8 | -31 | -1
Cc1ccc(Cl)cc1NC(=O)CSc1sc2c(O)cc(=O)[nH]c2c1C#N | 2 | -7 | 0.0 | 4 | 8 | -23 | -2 | -1
O=C(CSc1nc2ccc(Cl)cc2[nH]1)N1CCN(C(=O)c2ccco2)CC1 | 2 | -4 | 0.4 | 0 | -2 | 0 | 3 | 1
CC(OC(=O)c1cnc(Cl)c(Cl)c1)C(=O)NCc1ccccc1 (stereo unspecified) | -1 | 6 | 0.2 | -5 | 3 | x | 6 | -1
CC(C)(C)OC(=O)[C@H](Cc1ccccc1)NC(=O)c1nc[nH]c1C(=O)N1CCNCC1 | -4 | 22 | 0.1 | -9 | -1 | -4 | 14 | 0
C[C@@H]1CN([C@@H](C)CO)C(=O)CCCn2nncc2CO[C@H]1CN(C)C(=O)Nc1ccc2c(c1)OCO2 | 8&-2&7 | -1&10&5 | 0.1&0.0 | 0&0&-1 | 7&0&-3 | -2&1 | -6&-5 | 0&0&-2
Cc1nn(C)c(NC(=O)c2ccc(Cl)cc2Cl)c1Br | -2 | -3 | 0.2 | -2 | 3 | 3 | 5 | -1
CC(=O)Nc1ccc2sc(C)nc2c1 | x | -4 | -0.1 | -4 | -3 | 1 | -10 | 4
N/C(=N\OC(=O)c1ccc2ccccc2c1)c1cccc([N+](=O)[O-])c1 | x | x | 0.3 | x | -9 | -4 | -29 | -2
CCCN1CC23C=CC(O2)C(C(=O)O)C3C1=O (stereo unspecified) | x | 3 | 0.2 | x | 3 | 11 | 6 | 1
NC(N)=N/N=C/c1ccc(OCc2ccccc2)c(OCc2ccccc2)c1 | -23 | -3 | -0.1 | 4 | -14 | x | 15 | -2
NS(=O)(=O)c1cc2c(cc1Cl)NC(C1CC3C=CC1C3)NS2(=O)=O (stereo unspecified) | -3 | 5 | 0.1 | 5 | 6 | -11 | -16 | 2
CS(=O)(=O)c1ccc2nc(NC(=O)C3CC(=O)N(c4ccccc4)C3)sc2c1 (stereo unspecified) | 1 | -4 | 0.2 | -8 | -10 | -6 | 11 | 0
CCOC(=O)C(=CNc1ccc(C#N)cc1)C(=O)OCC | 3 | 3 | -0.1 | 5 | x | x | -24 | x
COCC(=O)Nc1ccc2c(c1)C(=O)N(C)[C@@H]1CC[C@@H](CC(=O)NCc3cccc(F)c3)O[C@H]1CO2 | x | x | 0.1 | x | -21 | 0 | 3 | 2
CCCCc1nnc(NC(=O)c2oc3ccccc3c2C)s1 | 3 | -1 | 0.1 | -2 | 1 | x | 0 | x
Cc1ccc(CNC(=O)Cn2c(=O)n(CC(=O)N3CCCCC3)c(=O)c3sccc32)cc1 | -6 | 1 | 0.0 | 4 | 6 | 8 | 6 | -3
C[C@@H]1CCCCO[C@H](CN(C)C(=O)Nc2cccc3ccccc23)[C@@H](C)CN([C@H](C)CO)C(=O)c2cc(NS(=O)(=O)c3ccc(Cl)cc3)ccc2O1 | 1 | 6 | -0.1 | 9 | 53 | 1 | -37 | -3
NS(=O)(=O)c1ccc(NC(=S)NCC2CCCO2)cc1 (stereo unspecified) | 4 | -5 | 0.8 | -1 | -6 | 6 | 12 | 1
O=C(CN1C(=O)/C(=C/c2ccco2)SC1=S)NC1CCS(=O)(=O)C1 (stereo unspecified) | 5 | -39 | 0.1 | 10 | -7 | 37 | -8 | 2
CCC(=O)N1CCCCN2[C@H](C1)[C@H](c1ccc(-c3cccnc3)cc1)[C@@H]2CO | 4 | 6 | 0.0 | -3 | -4 | -8 | 3 | 51
O=C(NC1CCCCC1)C1COc2ccccc2O1 (stereo unspecified) | 5 | 2 | 0.3 | 0 | -3 | x | -4 | 1
CN1CCN(C2CN(Cc3ccc(F)cc3)S(=O)(=O)C2)CC1 (stereo unspecified) | x | 2 | 0.2 | -1 | -10 | 3 | -4 | -1
COc1ccc(NC(=O)CN(c2ccccc2OC)S(=O)(=O)c2cccs2)cc1Cl | 0 | -4 | 0.0 | -3 | -4 | -16 | 18 | 4
CN(C)CCCN(C(=O)c1ccc(S(=O)(=O)N(C)Cc2ccccc2)cc1)c1nc2c(F)cccc2s1 | 5 | -3 | 0.2 | -4 | 3 | -8 | 5 | 0
C[C@H](CO)N1C[C@H](C)[C@@H](CN(C)C)Oc2ccc(NC(=O)Cn3cnnn3)cc2CC1=O | 2 | 4 | 0.5 | -1 | 8 | -1 | 2 | -1

Whole records, quoted from the list. Values in the order: ERAP1 inh, S100A4 inh HTS, XiGFP reactiv, SIRT5 block, C2C12 statin, PGC1a acetyl inh, LGR2 antag, Cneo AK release
Shown for Cc1ccc(CNC(=O)Cn2c(=O)n(CC(=O)N3CCCCC3)c(=O)c3sccc32)cc1 : -6, 1, 0.0, 4, 6, 8, 6, -3
Shown for COc1ccc(NC(=O)CN(c2ccccc2OC)S(=O)(=O)c2cccs2)cc1Cl : 0, -4, 0.0, -3, -4, -16, 18, 4
Shown for O=C(NC1CCCCC1)C1COc2ccccc2O1 (stereo unspecified) : 5, 2, 0.3, 0, -3, x, -4, 1
Shown for CCC(=O)N1CCCCN2[C@H](C1)[C@H](c1ccc(-c3cccnc3)cc1)[C@@H]2CO : 4, 6, 0.0, -3, -4, -8, 3, 51
Shown for C[C@H](CO)N1C[C@H](C)[C@@H](CN(C)C)Oc2ccc(NC(=O)Cn3cnnn3)cc2CC1=O : 2, 4, 0.5, -1, 8, -1, 2, -1
